# Screening data: PubChem, National Center for Advancing Translational Sciences (NCATS)
# PKM2 act – increases activity of human pyruvate kinase M2; purified PKM2, Kinase-Glo ATP luminescence, activation; response scale: 0% is enzyme alone, no compound; Potency, µM (doses to about 57.5 µM), for the others: at the top dose activation, actives largely listed as activators; 0.34% of 260,000 active; further: potency means the concentration at half of the fitted maximal effect; on the % scale 0 is the no-effect control and ±100 the full control effect; nearly all actives have a fitted effect of over 55% in size
# Target sequence (P14618 whole entry, looked up): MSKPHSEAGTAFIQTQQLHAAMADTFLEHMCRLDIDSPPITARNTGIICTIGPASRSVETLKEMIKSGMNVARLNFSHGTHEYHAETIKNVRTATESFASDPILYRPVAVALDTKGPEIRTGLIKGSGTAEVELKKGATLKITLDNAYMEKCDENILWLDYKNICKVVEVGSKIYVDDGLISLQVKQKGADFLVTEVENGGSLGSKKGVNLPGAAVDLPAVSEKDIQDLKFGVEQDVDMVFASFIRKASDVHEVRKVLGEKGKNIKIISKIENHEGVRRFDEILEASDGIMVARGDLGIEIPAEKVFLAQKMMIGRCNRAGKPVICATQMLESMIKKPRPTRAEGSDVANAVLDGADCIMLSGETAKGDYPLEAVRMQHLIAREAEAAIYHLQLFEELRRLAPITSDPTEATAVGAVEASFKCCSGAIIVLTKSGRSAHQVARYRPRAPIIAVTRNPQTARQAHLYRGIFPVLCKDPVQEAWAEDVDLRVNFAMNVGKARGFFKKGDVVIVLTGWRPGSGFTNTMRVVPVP
#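 ATP formation by purified human PK-M2, quantified via coupled luciferase luminescence after 1 h at room temperature with 0.1 mM ADP and 0.5 mM PEP final.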
# Menin-MLL TR inh – inhibitors of human menin-MLL interaction, mutant MLL peptide; O00255; Menin + Texas Red MLL mutant peptide, fluorescence polarization; Potency, µM (titrated, usually from 61.6 µM), without a hit: top-dose FP activity change, negative = inhibition, most hits filed as inhibitors; 0.23% of 270,000 active; active means well fitted inhibition curve with a large enough effect in the polarisation, with a control signal flat, not every such curve was filed as active; inconclusive means small, poorly fitted or top-dose-only effect, or effect the other way, or a change in a side signal; inactive means no such curve, though single readings can be large or run the other way; the % refers to the polarisation; further: potency means the concentration at half of the fitted maximal effect; % of control where 0% means no effect; many of its hits are not listed in these tables
# USP2a block – blocks human ubiquitin-specific protease USP2a; USP2 core, Ub-CHOP2 coupled fluorogenic reporter, 485/531; Potency, µM (top dose mostly 38.3 µM), inactives show at the top dose activity change, negative = inhibition, usual class: inhibitors; 0.01% of 330,000 active;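 further: potency means the concentration at half of the fitted maximal effect; plate controls were DMSO wells for no effect and full inhibition by NEM control for full effect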
#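 Cell-free coupled assay: 10nM USP2 core preincubated 30min RT with compound in Tris-HCl pH 8.0/CaCl2/CHAPS buffer, then 25nM Ub-CHOP2 and 25nM reporter substrate; fluorescence (Ex 485/Em 531) read after 60min RT, normalized to NEM inhibition, concentration-response curves fitted.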
# KCNH2 WT inh – inhibitors of human wildtype KCNH2 potassium channel; Q12809; U2OS, BacMam KCNH2, thallium flux FluxOr; hits give low values; activity change, % at 1.84 µM; 0.37% of 340,000 active; AID 720551;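 active means maximum activity change below -70%; inconclusive means maximum activity change between -70% and -50%; inactive means maximum activity change above -50%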; further: on the % scale 0 is the no-effect control and ±100 the full control effect
#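 U2OS cells were transduced with wild-type KCNH2 virus (2.03 x 10^8 / mL) for 4 h at room temperature, then cultured overnight at 37 C. Thallium flux was read with FluxOr dye. Rate constants were normalized to DMSO controls.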
# MLL CXXC-DNA inh – MLL CXXC-DNA interaction inhibition; Q03164; MLL-CXXC / FITC-HOXA9 DNA fluorescence polarization; Potency, µM (series often up to 115 µM), for the others: at the top dose activity change, negative = inhibition, most hits filed as inhibitors; 0.037% of 290,000 active; AID 2662; active means well fitted inhibition curve with a large enough effect in the polarisation, with a control signal flat, not every such curve was filed as active; inconclusive means small, poorly fitted or top-dose-only effect, or effect the other way, or a change in a side signal; inactive means no such curve, though single readings can be large or run the other way; the % refers to the polarisation; further: potency means the concentration at half of the fitted maximal effect
#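 Purified MLL-CXXC (added from a 7 uM solution) was preincubated 5 min at ambient with pinned compounds in 50 mM Tris-HCl pH 7.5, 50 mM NaCl, 1 mM DTT, 0.05% BSA. Fluorescein-labeled HOX-A9 DNA (50 nM solution) followed, 30 min, then polarization read.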
# TRPV1 ag – agonists of human vanilloid receptor 1 (TRPV1). TRPV1-expressing cells, Fluo-8 calcium influx, agonist mode. activation, % at 8.33 µM. 0.19% of 320,000 active; in the data active means activation above about 80%; inconclusive means between about 30% and that limit; further: 0% is about no effect
#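 TRPV1-expressing cells were cultured overnight at 35.5C and loaded with Fluo-8 calcium dye for 40 to 90 min at room temperature. After a 10 s baseline, compound was added and calcium influx was read kinetically for 3 min (ex 480/em 520 nm).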
# B2AR arrestin – recruits beta-arrestin to the human beta2-adrenergic receptor. P07550. beta-arrestin recruitment to beta2AR, cell-based reporter. Potency, µM (highest dose often 46.1 µM), without a hit: top-dose activation, most hits filed as activators. 0.02% of 330,000 active;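 further: potency means the concentration at half of the fitted maximal effect; 0% = DMSO controls and full agonism = EC100 isoproterenol or metaproterenol; nearly all actives have a fitted effect of over 65% in size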
# Target sequence (P07550 whole entry, looked up): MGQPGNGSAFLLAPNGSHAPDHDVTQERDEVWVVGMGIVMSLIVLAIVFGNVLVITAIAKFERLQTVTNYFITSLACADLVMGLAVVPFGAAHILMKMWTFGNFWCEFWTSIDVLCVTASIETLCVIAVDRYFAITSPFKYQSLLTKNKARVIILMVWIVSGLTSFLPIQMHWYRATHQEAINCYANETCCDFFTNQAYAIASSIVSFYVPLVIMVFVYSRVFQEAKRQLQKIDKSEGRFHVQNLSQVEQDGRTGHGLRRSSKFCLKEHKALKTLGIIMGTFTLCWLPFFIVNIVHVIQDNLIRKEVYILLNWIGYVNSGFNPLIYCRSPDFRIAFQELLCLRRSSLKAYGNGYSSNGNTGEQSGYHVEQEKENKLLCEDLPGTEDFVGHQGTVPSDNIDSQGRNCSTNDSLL
# GALK inh – inhibitors of human galactokinase; Potency, µM (series often up to 57.5 µM), without a hit: at the highest dose activity change, negative = inhibition, hits mostly inhibitors; AID 1868; Purified GALK, Kinase-Glo residual ATP luminescence; 0.007% of 270,000 active; P51570; further: potency means the concentration at half of the fitted maximal effect; on the % scale 0 is the no-effect control and ±100 the full control effect
#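 ATP-depletion format; final 35 uM ATP, 100 uM D-galactose, 5 nM enzyme; pH 8.0 HEPES/Mg2+ buffer; 60 min RT; luminescence read 10 min after detection reagent.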
# Coupling enz – counter-screen for Giardia aldolase inhibitors: coupling enzyme system. activity change, negative = inhibition, % at 58.2 µM, hits read low. coupling enzyme system counterscreen, AmpLite Red fluorescence. 0.67% of 290,000 active. AID 2472; in the data active means activity change below about -30%; further: on the % scale 0 is the no-effect control and ±100 the full control effect
#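 Counterscreen of the coupled detection system alone, without aldolase: glyceraldehyde-3-phosphate coupling enzymes plus AmpLite Red readout. Compounds at 57.5 uM final, 10 min RT preincubation, 20 min RT reaction, fluorescence 525/598 nm.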
# Giardia killer – kills Giardia lamblia. Giardia lamblia trophozoite viability. activity change, % at 7.66 µM, hits read low. 0.15% of 340,000 active; in the data active means activity change below about -80%; inconclusive means between about -30% and that limit;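 further: parasites exposed to compound for two days anaerobically before the ATP read; on the % scale 0 is the no-effect control and ±100 the full control effect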
#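 Compounds were tested on trophozoites seeded at 100 cells/well and held 48 hrs at 37 deg C anaerobically. An ATP-based luminescent kit measured the remaining live cells.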
# KCNH2 3.1 inh – KCNH2 3.1 (human) potassium channel inhibition | U2OS KCNH2 3.1, thallium flux FluxOr; hits give low values | activity change, % (tested at about 1.8 µM) | 0.95% of 340,000 active;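 active means maximum activity change below -70%; inconclusive means maximum activity change from -70% to -50%; inactive means maximum activity change above -50%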;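 further: thallium influx rate constant from kinetic fluorescence after stimulation buffer; on the % scale 0 is the no-effect control and ±100 the full control effect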
#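 U2OS cells transduced with KCNH2 3.1 mutant virus (1.77 x 10^8 /mL, 4 h), plated overnight at 37 C, loaded 45 min with FluxOr dye plus Red40 quencher. Thallium flux rate constant from kinetic reads after stimulation buffer, normalised to controls.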
# * marks the source's active call; other numbers are inactive results; i = inactive; u = inconclusive; x = not tested or not shown; [ ] = dose if it differs, or a comment. Unless noted, the call rests on the fitted dose curve; in most records, active means well fitted curve in the direction sought with a large enough effect; inconclusive means small, poorly fitted or top-dose-only effect, or another doubt; inactive means no such curve, though single readings can be large; an effect the other way counts as inactive or inconclusive. Only part of the results is shown; rates above refer to the full screens.
SMILES,PKM2 act,Menin-MLL TR inh,USP2a block,KCNH2 WT inh,MLL CXXC-DNA inh,TRPV1 ag,B2AR arrestin,GALK inh,Coupling enz,Giardia killer,KCNH2 3.1 inh
C#CCOCCOCCOCCNc1nc(N2CCN(C(=O)[C@H](CCCCN)n3cc([C@@H](N)[C@H](C)CC)nn3)CC2)nc(N2CCN(C(=O)[C@H](CCC(=O)O)n3cc([C@@H](N)CCCCN)nn3)CC2)n1,x,x,5%,1,x,x,-1.0%,x,x,u,-2
CCCCn1c2nc3ccccc3nc2c2c(=O)n(CCC(C)C)cnc21,-1%,-7%,-2%,5,29%,-4,-0.7%,-1%,-28,-19,-17
CCOc1ccc(-n2cc(C(=O)N3CCC(C)CC3)c3cc(OC)c(OC)cc3c2=O)cc1,-6%,-23%,1%,0,-6%,-1,-0.7%,0%,-1,9,13
Brc1ccccc1C1=Nn2c(nnc2-c2ccco2)SC1,5%,x,2%,0,-12%,u,0.2%,2%,0,u,-11
O=C1N[C@@H](Cc2ccccc2)C(=O)N1CCN1CCOCC1,2%,2%,-1%,-13,1%,1,-1.4%,-3%,-1,-1,21
CCOC(=O)Cn1c(=NC(=O)c2cccs2)sc2cc(C(=O)OC)ccc21,-19%,-1%,2%,18,5%,-10,-0.6%,-2%,5,10,3
CC1(C)CC2CC(C)(CN2CC(=O)C(C#N)c2ccccc2)C1 (stereo unspecified),10%,3%,-1%,-3,9%,10,0.0%,4%,4,-2,-7
CCCNC(=O)C12CCC(C)(C(=O)O1)C2(C)C (stereo unspecified),-10%,x,-1%,-1,-1%,-5,-1.0%,-1%,2,3,-5
Nc1nnc(CC2=CCCCC2)s1,-1%,-9%,3%,3,3%,-4,0.2%,-4%,-3,4,3
Cc1nc(N2CCOCC2)c2c(C)c(C(=O)Nc3ccccc3C(F)(F)F)sc2n1,-4%,0%,1%,0,20%,91*,0.0%,0%,-3,9,14
O=C(COC(=O)C1CCN(S(=O)(=O)c2ccc3c(c2)OCCO3)CC1)NC1CCS(=O)(=O)C1 (stereo unspecified),x,x,1%,-26,x,4,-0.2%,x,x,2,1
CCN(CC)c1ccc(/C=C2/SC(=O)N(C(C)C)C2=O)o1,u,1%,10%,i,u,28,-0.2%,2%,-38*,-12,4
Clc1ccc(-c2ccc(CNCc3ccccn3)o2)cc1,-2%,0%,-1%,7,10%,u,-0.1%,3%,4,8,-21
COc1ccc(-n2c(C)cc(/C=N/Nc3nc(N4CCOCC4)nc(N4CCOCC4)n3)c2C)cc1,0%,-18%,4%,-5,5%,2,-0.2%,3%,-4,-2,1
c1ccc(CN2CCN(C3=Nc4cccc5cccc3c45)CC2)cc1,2%,x,2%,21,8%,22,0.0%,0%,-10,0,-30
COc1ccc(NC(=O)NC(C)(C(F)(F)F)C(F)(F)F)cc1,7%,21%,2%,-11,-3%,u,-0.2%,x,-1,-17,6
CCOc1ccc2nc(COC(=O)c3ccncc3)c(C(=O)c3ccccc3)[n+]([O-])c2c1,19%,x,0%,-14,-2%,7,3.8%,x,-3,-8,3
O=C(NCc1ccccc1)c1ccc2c(c1)C(=O)N(CC1CCCO1)C2=O (stereo unspecified),-5%,0%,0%,6,2%,2,-0.4%,1%,x,12,8
Fc1ccc(N2CCN(c3nnnn3-c3ccccc3)CC2)cc1,x,-9%,2%,4,9%,29,-1.2%,0%,6,29,-9
CC(=O)Nc1cccc(-c2nc3ccccc3[nH]2)c1,-14%,u,-1%,-3,0%,-2,-0.2%,-1%,-13,2,-11
O=C(COC(=O)/C=C/C(=O)OCC(=O)Nc1ccccc1F)Nc1ccccc1F,6%,x,2%,19,3%,0,0.0%,1%,2,18,3
CSc1ccc(CN(C)C(=O)c2cc3ccccc3o2)cc1,4%,-12%,-4%,-16,-8%,u,0.6%,1%,0,14,-8
CC1CCN(C(=O)Cn2cnc3c2c(=O)n(C)c(=O)n3C)c2ccccc2S1 (stereo unspecified),-3%,-9%,3%,2,4%,0,-0.1%,17%,8,14,-3
CCN(CC)S(=O)(=O)c1ccc(N2CC(C(=O)NCc3ccc4c(c3)OCO4)CC2=O)cc1 (stereo unspecified),x,x,2%,-23,x,8,-0.2%,x,x,-21,-1
Cc1ccc(OCCOCCN2CCN(C)CC2)c([N+](=O)[O-])c1,0%,-22%,-3%,9,-11%,0,-0.7%,1%,2,u,13
Cc1ccc(N2C(=O)CC(Sc3cccs3)C2=O)cc1 (stereo unspecified),4%,x,2%,0,-11%,3,-0.5%,x,2,6,12
CCOC(=O)n1c(=O)n(Cc2ccc(OC)cc2)c2ccccc21,x,u,2%,-4,1%,-1,-0.8%,-2%,3,-15,6
O=C(NCc1cccs1)c1ccccc1,0%,3%,0%,-3,-7%,-1,-0.1%,1%,1,9,-4
COc1ccc(S(=O)(=O)Cc2ccc(C(=O)N3CCN(c4cc(Cl)ccc4C)CC3)o2)cc1,-2%,-6%,-8%,0,6%,1,-0.6%,-2%,-4,-19,10
CC1(C)CC(=O)c2cc(OCC(=O)NCCCN3CCN(c4ccc(F)cc4)CC3)ccc2O1,0%,-16%,4%,58,0%,-2,0.1%,2%,2,-3,-39
C=CCNc1nc(C(=O)OCC(=O)c2ccccc2)cs1,0%,x,2%,-6,0%,-5,0.2%,-3%,x,4,0
Cc1ccc(Nc2ncnc3ccccc23)cc1,-3%,8%,1%,0,-23%,u,-0.1%,-1%,-5,-21,22
NNC(=O)Cn1cnc2ccccc21,6%,1%,-1%,8,-5%,-2,0.0%,0%,0,4,2
CCn1ncc(C(=O)Nc2cc(C)on2)c1C,2%,x,1%,12,-13%,-2,0.0%,x,0,5,14
O=C(NNC(=O)c1ccc2ccccc2c1O)c1cccs1,x,u,-9%,-2,6%,5,0.5%,0%,10,2,-23
Cc1ccc(CNS(=O)(=O)c2ccc3c(c2)CCN3C(=O)CCCC(=O)O)cc1,-8%,1%,2%,5,8%,0,0.0%,-2%,3,-5,0
O=C(NC1CCCC1)c1sc(=S)n2c1[nH]c(=O)c1ccccc12,-67%,u,2%,-6,0%,2,3.0%,-7%,2,-4,-13
CCOC(=O)c1cnc2c(C(=O)OC)cccc2c1NCc1ccco1,5%,-3%,0%,9,-4%,25,-0.1%,0%,-3,-4,u
C=CCNc1sc(C(=O)C2CC2)c(N)c1C#N,-6%,-11%,0%,-28,8%,0,-0.2%,0%,0,-8,8
NC(=O)c1cc([N+](=O)[O-])ccc1NCc1cnccn1,x,x,1%,-2,x,2,-0.1%,x,x,-7,17
COc1cccc(NC(=O)CN(C)C(=O)[C@@H]2CCCN2C(=O)c2cccs2)c1,x,x,1%,21,x,x,-0.9%,x,x,5,-2
Cc1ccc(Nc2nc(N)nc(CN3CCCCCC3)n2)c(C)c1,3%,-26%,0%,8,12%,1,0.4%,0%,3,-16,-10
O=C(O)c1cccc(-n2c(/C=C/c3ccc([N+](=O)[O-])cc3)nc3ccccc3c2=O)c1,-1%[11.5 µM],u,2%,-12,-7%,-3,-1.0%,-12%,0,-23,3
COc1ccc(Nc2cc(=O)oc3ccccc23)cc1,-5%,2%,-3%,3,1%,u,0.7%,0%,1,-4,-4
CC(NCC(O)c1ccc([N+](=O)[O-])cc1)C12CC3CC(CC(C3)C1)C2 (stereo unspecified),-7%,x,-8%,17,2%,x,0.6%,2%,1,-13,u
CCOC(=O)c1ccc(-n2c(N)c(C(=O)NCc3ccco3)sc2=S)cc1,u,2%,-1%,6,u,-2,2.9%,-1%,-11,-7,-13
O=c1/c(=C\c2ccc(O)cc2)sc2n1C(c1ccccc1)C(c1ccccc1)=NN=2 (stereo unspecified),-2%,u,2%,18,9%,u,-0.1%,x,5,4,-13
CCN(CCn1cccn1)C(=O)C1CCC(=O)N(CCN2CCOCC2)C1 (stereo unspecified),1%,x,1%,10,8%,2,0.3%,3%,x,-7,6
Cc1cc(C)n(-c2nc3c(c(=O)[nH]c(=O)n3C)n2CC(C)C)n1,-6%,u,-1%,-11,-1%,4,0.4%,0%,-4,-7,8
CCCC1=C(C(=O)OCC)C(c2cc(Cl)cc(OC)c2OCC(=O)OCC)NC(=O)N1 (stereo unspecified),-2%,1%,2%,-2,4%,0,0.4%,-5%,1,-11,-3
